# High-throughput results from PubChem BioAssay.
# Glioma ERSR ind: induces the endoplasmic reticulum stress response in human glioma cells; AID 602332; Potency, µM, for the others: top-dose activation, most hits filed as activators; U87-MG GRP78 promoter luciferase reporter, 16 h; actives 0.02% (n = 420,000); also: potency is read from the fitted curve at half-maximal effect; series mostly up to about 76 µM; % of control where 0% means no effect; nearly all actives have a fitted effect of over 35% in size
#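 Stably transfected U87-MG human glioma cells carrying a GRP78-based luminescent sensor were seeded at 1000 cells/well, pin-dosed with compounds and incubated 16 h. Luciferase reagent was then added, and end-point luminescence was read after 10 min at room temperature.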
# Vif-A3G inh: inhibitors of Vif-APOBEC3G interaction. Q9HC16. actives 0.076% (n = 410,000). AID 602310. HeLa A3G-eYFP + Vif (tagged APOBEC3G with the HIV-1 protein that degrades it), YFP fluorescence, overnight. Potency, µM (highest dose often 46.1 µM), for the others: top-dose activity, negative = active, hits mostly inhibitors;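 also: potency is read from the fitted curve at half-maximal effect; % is scaled to controls: 0 for no effect and ±100 for the full control effect; nearly all actives have a fitted effect of over 60% in size; hits raise eYFP signal because A3G escapes Vif-driven loss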
#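 HeLa cells stably expressing Vif and C-terminally eYFP-tagged A3G, seeded overnight at 37 deg C, then exposed to compound by pintool overnight at 37 deg C. Rise in yellow fluorescence (Ex 488/Em 500-530, Acumen) marks blocked Vif-driven A3G degradation.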
# D1 potentiator: potentiators of human D1 dopamine receptor | P21728 | HEK293 TREx D1 cells, calcium flux, dopamine EC20 potentiation | potentiation, % at 10 µM | actives 0.036% (n = 360,000) | AID 504651; in the data active = potentiation above about 30%; also: 0% is about no effect
# D2 PAM: positively modulates the human D2 dopamine receptor allosterically | actives 0.34% (n = 340,000) | AID 485347 | potentiation, % at 10 µM | HEK293 T-REx D2, calcium flux, EC20 dopamine potentiation | P14416;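 active = potentiation over 3 SD above the plate norm, cut at about 30% in these data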; also: 0% is about no effect
#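 Cells plated with tetracycline inducer and held overnight at 30 C; calcium dye loaded 30–90 min at room temperature; baseline taken, compound added and read 180 s; EC20 dopamine then added and read 180 s.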
# RXFP1 antag: blocks the human relaxin receptor RXFP1 | HEK293-RXFP1, relaxin-stimulated cAMP HTRF, 30 min; stronger effect = lower value | actives 0.59% (n = 350,000) | activity change, negative = inhibition, % at 57.5 µM | Q9HBX9;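 active = activity change of -60% or lower, but not beyond a set lower limit; inconclusive = change between -60% and -40%, or beyond the set limit; inactive = change above -40%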; also: % is scaled to controls: 0 for no effect and ±100 for the full control effect
# Target sequence (Q9HBX9 whole entry, looked up): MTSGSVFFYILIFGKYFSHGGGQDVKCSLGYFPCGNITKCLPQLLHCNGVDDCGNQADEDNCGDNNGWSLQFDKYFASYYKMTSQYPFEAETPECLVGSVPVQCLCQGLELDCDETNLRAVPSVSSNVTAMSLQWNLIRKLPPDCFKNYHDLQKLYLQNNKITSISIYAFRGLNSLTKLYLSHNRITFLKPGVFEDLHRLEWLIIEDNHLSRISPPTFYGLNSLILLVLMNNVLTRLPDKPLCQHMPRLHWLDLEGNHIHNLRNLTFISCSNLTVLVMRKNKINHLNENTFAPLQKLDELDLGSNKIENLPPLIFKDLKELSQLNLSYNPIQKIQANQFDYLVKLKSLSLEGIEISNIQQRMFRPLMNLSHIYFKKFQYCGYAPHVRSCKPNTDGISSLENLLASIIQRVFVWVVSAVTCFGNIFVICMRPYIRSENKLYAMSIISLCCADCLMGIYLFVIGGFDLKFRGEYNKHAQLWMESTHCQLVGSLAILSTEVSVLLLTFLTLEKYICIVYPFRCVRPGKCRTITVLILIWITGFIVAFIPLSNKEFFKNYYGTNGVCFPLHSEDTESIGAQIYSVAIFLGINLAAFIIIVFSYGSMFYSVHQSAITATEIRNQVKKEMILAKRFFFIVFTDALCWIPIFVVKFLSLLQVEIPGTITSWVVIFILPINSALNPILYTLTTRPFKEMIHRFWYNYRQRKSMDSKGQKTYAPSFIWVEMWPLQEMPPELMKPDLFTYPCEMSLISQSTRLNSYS
# Vif-A3F inh: Vif-A3F binding inhibition | HeLa A3F-eYFP + Vif (tagged APOBEC3F with the HIV-1 protein that degrades it), YFP fluorescence increase | Potency, µM (doses to about 46.1 µM), for inactives: at the highest dose activity, negative = active | actives 0.2% (n = 390,000) | AID 602313; also: potency is read from the fitted curve at half-maximal effect; % of control where 0% means no effect; nearly all actives have a fitted effect of over 65% in size
#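 HeLa cells stably expressing A3F-eYFP plus Vif, plated and incubated overnight at 37 deg C, then exposed to compounds overnight at 37 deg C. Blocked degradation read as raised yellow fluorescence (Ex 488/Em 500-530).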
# D1 ag: activates the human D1 dopamine receptor; actives 1% (n = 360,000); AID 504660; HEK293 T-REx D1 cells, calcium flux, agonist mode; activation, % at 2 µM; P21728; in the data active = activation above about 30%; also: 0% is about no effect
#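 Tetracycline-induced HEK293 TREx D1 cells, force-coupled to calcium signalling, were dye-loaded with a no-wash calcium kit. Compound was pin-added after a 10 s baseline. Fluorescence was read kinetically at 1 cycle/s for 180 s, with calcium rises flagged as agonism.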
# D1 antagonist: blocks dopamine activation of the human D1 receptor | P21728 | HEK293 TREx D1 cells, calcium flux, dopamine EC80; stronger effect = lower value | activity change, negative = inhibition, % at 10 µM | actives 3.2% (n = 360,000); in the data active = activity change below about -30%; also: % is scaled to controls: 0 for no effect and ±100 for the full control effect
#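 Calcium flux readout: force-coupled, inducible Hek293 Trex D1 line, cells induced overnight at 30 C with tetracycline, dye-loaded 30–90 min at RT. Antagonism scored against EC80 dopamine challenge given 180 s after compound.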
# RXFP1 ag: RXFP1 (human) receptor agonism | Potency, µM (highest dose often 57.5 µM), for the others: top-dose activation, usual class: activators | HEK293T-RXFP1 cAMP TR-FRET, 30 min; response scale: percent of porcine relaxin response, buffer zero | AID 2676 | actives 0.3% (n = 370,000); also: potency is read from the fitted curve at half-maximal effect; % is scaled to controls: 0 for no effect and ±100 for the full control effect; nearly all actives have a fitted effect of over 60% in size; many of its hits are not listed in these tables
#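 cAMP rise read by TR-FRET after 30 min, 37C compound exposure (up to 58 uM) in RXFP1-transfected HEK293 cells with Ro 20174 present. EC50 from Hill-equation fits, with 29 nM porcine relaxin as 100% and buffer as basal.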
# An asterisk follows results filed as active; ? = inconclusive; . = not tested or not shown. Unless noted, calls follow the shape of the dose curve; as a rule, active = well fitted curve in the direction sought with a large enough effect; inconclusive = small, poorly fitted or top-dose-only effect, or another doubt; inactive = no such curve, though single readings can be large; an effect the other way counts as inactive or inconclusive. This is a subset; count on the stated rates, not on these rows.
SMILES,Glioma ERSR ind,Vif-A3G inh,D1 potentiator,D2 PAM,RXFP1 antag,Vif-A3F inh,D1 ag,D1 antagonist,RXFP1 ag
Cc1ccccc1NC(=S)NC1CC2CCC(C1)N2Cc1ccco1 (centres undefined),-4.1%,2.7%,5.2,-17.8,-12.5,-1.1%,0.9,-29.8,-1.2%
O=C(NCCn1cccn1)C1CCC(=O)N(CCc2ccccc2)C1 (centres undefined),-0.8%,1.9%,-0.1,-3.7,-9.9,1.5%,7.1,-3.0,4.2%
O=C1NC(Cc2ccccc2)c2nc3cc(F)ccc3c(=O)n2-c2ccc(Cl)cc21 (centres undefined),.,.,4.4,11.0,.,.,3.2,16.2,-2.8%
O=C(CSCc1cnn(-c2ccccc2)c1-n1cccc1)NCc1ccccc1Br,-4.6%,5.1%,-2.0,1.9,-39.8,1.8%,2.8,7.2,-0.4%
COc1cccc(OCCn2cc(/C=N/NC(=O)c3ccncc3)c3ccccc32)c1,-1.1%,-12.5%,-2.9,.,-35.6,-21.1%,3.1,-14.0,-0.2%
CCC(NC(=O)c1ccccc1NC(=O)C(C)(C)C)C(=O)N1CC(C)OC(C)C1 (centres undefined),-5.9%,-0.9%,.,.,2.0,-3.1%,.,.,.
CN1C(C(=O)NCc2cccc(Br)c2)CC2Cn3c(nc4cc5ccccc5cc43)C21 (centres undefined),-3.7%,3.9%,2.2,12.6,.,8.5%,5.0,-11.2,1.1%
CC(CCc1ccccc1)NC(=O)CCNC(=O)c1ccccc1Cl (centres undefined),1.6%,1.8%,.,.,1.6,3.7%,.,.,.
O=S(=O)(/C=C/c1ccccc1)N1CCc2ccccc2C1,-1.4%,-2.2%,-1.5,-1.5,-0.2,0.5%,7.7,12.7,-0.4%
O=C(CSc1nnnn1-c1ccc2c(c1)CCC2)Nc1ccc2c(c1)OCCO2,10.9%,1.9%,-4.2,-13.1,-9.6,-0.1%,2.4,-1.0,1.3%
O=C(Cn1c(=O)oc2cccnc21)Nc1ccccc1Oc1ccc(Cl)cc1Cl,-2.0%,0.1%,-1.5,5.9,-21.6,-0.2%,0.0,-6.4,0.6%
O=C(NCc1ccc2c(c1)OCO2)C1CC(=O)N(CCc2ccc(F)cc2)C1 (centres undefined),-5.5%,-5.0%,-5.0,-3.5,8.3,-14.2%,0.4,2.3,-0.9%
CCS(=O)(=O)N1CCC(NC(=O)c2ccco2)CC1,-1.1%,0.4%,-7.3,-5.0,-4.2,2.5%,3.3,-5.4,2.2%
COC(=O)c1sccc1S(=O)(=O)N(CC(=O)Nc1ccccc1C)c1ccc(Cl)cc1,-4.2%,-2.9%,-7.1,-8.9,-6.0,-8.9%,1.3,-6.0,0.2%
COCc1c(C(=O)OCc2nc(N)nc(Nc3ccccc3C)n2)oc2ccccc12,-6.0%,-6.6%,-2.9,-6.4,7.3,-0.5%,-0.3,4.5,-3.9%
COc1ccc(OC)c(C2Nc3ccccc3NC3=C2C(=O)CC(C)(C)C3)c1 (centres undefined),5.2%,-6.0%,3.0,10.1,14.7,-6.6%,1.9,0.8,-5.6%
N#CCC(=O)N/N=C/c1cc(-c2ccccc2)n(-c2ccc(Cl)cc2)c1-c1ccccc1,-4.6%,-4.0%,1.6,0.6,-0.8,-4.9%,9.5,1.1,1.3%
CC(=O)N1CCN(c2ccc(NC(=O)c3cccc(C)c3)cc2)CC1,4.7%,-1.8%,-0.9,0.4,-22.8,7.8%,1.1,-4.7,-1.3%
Oc1ccc(/C=N/N=C/c2ccc(O)c(O)c2)cc1O,10.6%,?,-3.9,6.9,0.0,-6.8%,-0.4,11.9,-0.8%
CCCc1[nH]nc2c1C1(CCN(C(=O)OCc3ccccc3)CC1)C(C#N)=C(N)O2,-2.1%,-1.0%,4.6,4.2,-9.6,-0.8%,2.1,19.9,-0.4%
Cc1cc(C(C)(C)C)cc(C)c1COC(=O)c1cccnc1,-2.5%,-6.4%,0.5,8.6,-11.3,-13.7%,4.7,-2.2,0.0%
COC(=O)CSc1nnc(CNC(=O)c2ccc(S(=O)(=O)N3CCOCC3)cc2)n1C,-3.5%,2.2%,-1.6,9.0,4.1,-3.2%,4.3,1.5,-1.1%
c1ccc(-c2nnc(-c3ccccn3)c(-c3ccccn3)n2)nc1,-2.5%,-2.6%,-0.9,6.8,-2.7,0.8%,5.6,-0.1,-15.1%
COc1ccc(CCNC(=O)CSc2nnc(-c3ccc(C)cc3)c(-c3ccc(C)cc3)n2)cc1OC,1.8%,1.8%,-0.2,12.1,-13.3,-4.2%,-2.3,-4.5,2.4%
CCOC(=O)Cc1csc(NC(=O)/C=C/c2ccccc2Cl)n1,-1.8%,-0.1%,3.2,-4.4,-11.8,-6.3%,1.1,-11.5,7.1%
CCN(CC)c1ccc(C(=C2C=CC(=[N+](CC)CC)C=C2)c2ccc(N(CC)CC)cc2)cc1,-16.6%,13.7%,.,.,?,?,.,.,.
Cc1ccc(Nc2nc(Nc3ccc(C)c(C)c3)nc(N3CCOCC3)n2)cc1C,-5.1%,9.7%,-4.0,-7.0,-6.7,-2.9%,0.1,-23.4,3.3%
Cn1c(SCc2ccc(F)cc2)nc2ccc(C(=O)NCc3ccccc3)cc21,-5.5%,3.1%,5.0,5.8,-3.9,-5.0%,26.2,-5.4,0.3%
Cc1cc(NC(=O)c2ccc(N(C)S(=O)(=O)c3ccccc3)cc2)no1,-3.8%,-7.2%,-6.0,12.3,-22.5,-0.3%,18.2,-22.9,0.1%
O=S(=O)(NCC1CCCO1)c1cccc2nsnc12 (centres undefined),-3.6%,6.7%,-6.5,-5.8,16.8,-0.1%,0.6,0.3,0.9%
CCOC(=O)c1ccc(N2C(=O)CC(N3CCCC(C)C3)C2=O)cc1 (centres undefined),0.1%,-2.7%,-4.5,-4.4,-5.5,1.6%,3.5,-6.0,-1.3%
O=Cc1[nH]c2ccccc2c1N(C(=O)CCl)c1ccccc1,-5.3%,-27.5%,6.8,12.9,-15.3,?,3.8,8.8,-0.7%
CCCCNC(=O)CC1N=C2c3ccccc3N=C(SCC(=O)Nc3ccccc3C)N2C1=O (centres undefined),-8.1%,0.2%,0.6,1.0,-1.5,2.8%,2.7,12.6,0.9%
COCCCNC(=O)c1cccc(S(=O)(=O)N2CC3(C)CC2CC(C)(C)C3)c1 (centres undefined),-0.9%,-2.9%,-1.2,-4.0,.,-1.8%,0.6,-4.2,1.1%
COc1ccc([C@H]2CC(=O)C=C(c3ccc(OC)c(F)c3)C2)cc1,-1.2%,1.9%,-4.4,0.3,.,3.0%,2.8,-8.2,0.6%
Cc1cccc(C(=O)OCC(=O)Nc2c(C)n(C)n(-c3ccccc3)c2=O)c1O,-2.4%,-5.2%,.,.,-1.5,-7.5%,.,.,.
CC(=O)N/C(=C\c1ccccc1)C(=O)OC/C=C/c1ccccc1,-2.7%,1.8%,3.3,11.2,7.5,-3.9%,4.3,34.0,0.6%
CCc1ccc(C(=O)CSc2n[nH]c(-c3ccncc3)n2)cc1,1.8%,-0.4%,-5.3,12.0,-17.7,-4.6%,10.8,-12.2,0.3%
COc1ccc(NC(=O)Nc2ccc3c(c2)OCO3)c(C)c1,?,0.7%,7.0,10.6,-5.1,-2.0%,1.7,-25.2,5.9%
Cc1cccc(NC(=O)CN2CCN(C(=O)C3CCN(C(=O)/C=C/c4ccccc4)CC3)CC2)c1C,-0.7%,-0.8%,2.8,4.1,-5.3,-1.6%,0.1,-5.8,-0.2%
CCOC(=O)N1C2C=C(C)[C@@H]2[C@@H]2CC(=O)N21 (some centres undefined),-4.3%,1.6%,0.2,.,1.7,-1.8%,3.4,2.4,0.2%
CC(C)(C)c1ccc(C2(C)NC(=O)NC2=O)cc1 (centres undefined),-3.3%,3.9%,-0.9,1.9,-21.2,-10.4%,2.5,4.4,0.3%
CC(C)c1ccccc1NC(=O)Nc1ccc(F)cc1F,1.4%,1.3%,-0.3,-7.1,-5.7,-6.3%,7.7,-6.4,-2.2%
Cc1nc2nc(SCC(=O)NCCc3ccc(Cl)cc3)nn2c(C)c1Cc1ccccc1Cl,-2.1%,3.3%,-0.7,-6.8,?,2.8%,-4.4,17.0,-0.5%
COC(=O)CCCNC(=O)CC1C(=O)NCCN1Cc1ccoc1 (centres undefined),-0.6%,0.7%,-3.1,6.1,-1.2,-11.8%,-0.3,6.6,-0.2%
O=C(CSc1ncccn1)Nc1cccc(S(=O)(=O)N2CCOCC2)c1,-2.8%,0.5%,.,.,-18.8,0.4%,.,.,.
COc1ccc(/C(O)=C2\C(=O)C(=O)N(Cc3ccco3)C2c2cc(OC)ccc2OC)cc1 (centres undefined),-3.1%,-4.5%,1.4,15.5,4.3,-1.8%,1.0,-30.5*,25.0%

# Some of the entries so far, with two lines to a compound:
# Each structure is followed by: Glioma ERSR ind	Vif-A3G inh	D1 potentiator	D2 PAM	RXFP1 antag	Vif-A3F inh	D1 ag	D1 antagonist	RXFP1 ag
CC(=O)N1CCN(c2ccc(NC(=O)c3cccc(C)c3)cc2)CC1
    4.7%	-1.8%	-0.9	0.4	-22.8	7.8%	1.1	-4.7	-1.3%
COc1ccc(NC(=O)Nc2ccc3c(c2)OCO3)c(C)c1
    ?	0.7%	7.0	10.6	-5.1	-2.0%	1.7	-25.2	5.9%
COC(=O)CCCNC(=O)CC1C(=O)NCCN1Cc1ccoc1 (centres undefined)
    -0.6%	0.7%	-3.1	6.1	-1.2	-11.8%	-0.3	6.6	-0.2%
O=C(CSc1nnnn1-c1ccc2c(c1)CCC2)Nc1ccc2c(c1)OCCO2
    10.9%	1.9%	-4.2	-13.1	-9.6	-0.1%	2.4	-1.0	1.3%
O=C(NCCn1cccn1)C1CCC(=O)N(CCc2ccccc2)C1 (centres undefined)
    -0.8%	1.9%	-0.1	-3.7	-9.9	1.5%	7.1	-3.0	4.2%
